# GRP78 ERSR act: induces the endoplasmic reticulum stress response in human glioma cells; U87-MG GRP78 promoter luciferase reporter, 16 h; Potency, µM, without a hit: at the highest dose activation, actives largely listed as activators; 420,000 compounds, 0.02% hits; AID 602332; further: potency means the concentration at half of the fitted maximal effect; series mostly up to about 76 µM; % of control where 0% means no effect; nearly all actives have a fitted effect of over 35% in size
#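 ERSR induction read as luciferase luminescence (Bright-Glo, 10 min at room temperature) in stably transfected human U87-MG glioma cells exposed to compounds for 16 h, using GRP78 as sensor.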
# Vif-APOBEC3F blk: inhibitors of Vif-A3F interaction. HeLa A3F-eYFP + Vif (tagged APOBEC3F with the HIV-1 protein that degrades it), YFP fluorescence increase. Potency, µM (titrated, usually from 46.1 µM), inactives show at the highest dose activity, negative = active. 390,000 compounds, 0.2% hits. AID 602313; further: potency means the concentration at half of the fitted maximal effect; % of control where 0% means no effect; nearly all actives have a fitted effect of over 65% in size
#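 HeLa cells stably expressing Vif plus C-terminally eYFP-tagged A3F were seeded, incubated overnight at 37 deg C, dosed with compound, incubated overnight again at 37 deg C. Yellow fluorescence (Ex 488/Em 500-530) reported blocked Vif-mediated A3F-eYFP degradation.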
# ERG-DNA inh: blocks human ERG Ets domain binding to DNA; 370,000 compounds, 0.028% hits; P11308; Potency, µM (titrated, usually from 76.9 µM), for inactives: at the highest dose FP activity, negative = inhibition, usual class: inhibitors; fluorescence polarization, His-ERG Ets domain / labelled DNA; active means well fitted inhibition curve with a large enough effect in the polarisation, with a control signal flat; inconclusive means small, poorly fitted or top-dose-only effect, or effect the other way, or a change in a side signal; inactive means no such curve, though single readings can be large or run the other way; the % refers to the polarisation;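 further: polarization taken with two DNA probes labelled with fluorescein and Texas red; potency means the concentration at half of the fitted maximal effect; % of control where 0% means no effect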
#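 His-tagged ERG Ets domain (1 uM in the protein solution; 300mM KCl, 50mM Tris-HCl, 1mM EDTA, 1mM DTT, pH 7.5) received compound, then a probe mix of 5 nM fluorescein-DNA and 100nM Texas-615-DNA. Fluorescence polarization was read for both dyes.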
# D2 ag: agonists of human D2 dopamine receptor; HEK293 T-REx D2 cells, calcium flux agonist mode; activation, % at 2 µM; 340,000 compounds, 0.53% hits; AID 485358;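 active means activation over 3 SD above normal in the single-dose calcium agonist read, cut at about 30% in these data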; further: 0% is about no effect
#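 HEK293 Trex D2 cells, tetracycline-induced, o/n 30 C 5% CO2; no-wash Ca dye, RT 30–90 min; 10-cycle baseline, 23 nl cpd added, kinetic Ca read 180 s; agonist hits = positive Ca response.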
# Vif-APOBEC3G blk: inhibitors of Vif-APOBEC3G interaction | HeLa A3G-eYFP + Vif (tagged APOBEC3G with the HIV-1 protein that degrades it), YFP fluorescence, overnight | Potency, µM (titrated, usually from 46.1 µM), for the others: at the highest dose activity, negative = active, most hits filed as inhibitors | 410,000 compounds, 0.076% hits | Q9HC16;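 further: potency means the concentration at half of the fitted maximal effect; on the % scale 0 is the no-effect control and ±100 the full control effect; nearly all actives have a fitted effect of over 60% in size; hits raise eYFP signal because A3G escapes Vif-driven loss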
#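 HeLa cells stably expressing Vif and C-terminally eYFP-tagged A3G, seeded overnight at 37 deg C, then exposed to compound by pintool overnight at 37 deg C. Rise in yellow fluorescence (Ex 488/Em 500-530, Acumen) marks blocked Vif-driven A3G degradation.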
# RGS4 inh: human RGS4 inhibition. P49798. Transcreener GDP fluorescence polarization, RGS4-accelerated GTP hydrolysis. 390,000 compounds, 0.039% hits. Potency, µM (highest dose often 114 µM), for inactives: at the highest dose activity change, negative = inhibition, most hits filed as inhibitors; further: potency means the concentration at half of the fitted maximal effect; on the % scale 0 is the no-effect control and ±100 the full control effect; nearly all actives have a fitted effect of over 75% in size; some results filed as inactive show a strong effect at the top dose
# Target sequence (P49798 whole entry, looked up): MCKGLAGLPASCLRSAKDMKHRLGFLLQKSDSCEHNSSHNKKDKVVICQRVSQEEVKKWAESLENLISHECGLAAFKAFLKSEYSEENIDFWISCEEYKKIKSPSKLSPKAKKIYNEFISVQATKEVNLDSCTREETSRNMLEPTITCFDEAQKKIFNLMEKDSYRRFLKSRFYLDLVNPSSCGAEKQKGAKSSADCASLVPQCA
#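 MLSMR compounds (23 nl, pin-transferred) preincubated 10 min at room temperature with a 500nM (2x) first reagent, then RGS4 at 900nM (2x) plus Transcreener GDP mix added; fluorescence polarization (620/688 nm) read before and after 90 min at 30 °C.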
# 12-LOX inh: ALOX12 (human) lipoxygenase inhibition; P18054; purified 12hLO, xylenol orange hydroperoxide absorbance; Potency, µM (top dose mostly 108 µM), without a hit: at the highest dose activity change, negative = inhibition, hits mostly inhibitors; 580,000 compounds, 1.1% hits; AID 1671190; further: potency means the concentration at half of the fitted maximal effect; on the % scale 0 is the no-effect control and ±100 the full control effect
# Target sequence (P18054 whole entry, looked up): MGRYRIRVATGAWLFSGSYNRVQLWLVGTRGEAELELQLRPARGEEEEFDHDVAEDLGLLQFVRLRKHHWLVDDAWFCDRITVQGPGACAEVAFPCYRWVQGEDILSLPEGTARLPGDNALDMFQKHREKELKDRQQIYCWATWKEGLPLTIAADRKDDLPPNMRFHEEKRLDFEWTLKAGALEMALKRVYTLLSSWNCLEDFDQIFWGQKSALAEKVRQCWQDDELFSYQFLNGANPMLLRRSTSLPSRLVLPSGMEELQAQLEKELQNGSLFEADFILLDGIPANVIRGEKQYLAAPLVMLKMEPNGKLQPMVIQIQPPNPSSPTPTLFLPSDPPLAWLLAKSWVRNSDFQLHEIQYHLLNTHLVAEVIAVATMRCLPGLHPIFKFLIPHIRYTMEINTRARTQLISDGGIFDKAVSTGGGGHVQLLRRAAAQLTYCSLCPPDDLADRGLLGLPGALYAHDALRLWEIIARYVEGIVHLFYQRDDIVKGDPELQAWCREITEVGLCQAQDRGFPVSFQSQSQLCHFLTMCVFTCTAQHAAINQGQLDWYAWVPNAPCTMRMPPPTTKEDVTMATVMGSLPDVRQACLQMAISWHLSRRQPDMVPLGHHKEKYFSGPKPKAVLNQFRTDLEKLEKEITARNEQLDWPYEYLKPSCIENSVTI
#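 Purified human 12hLO (150 nM final) in 25 mM Hepes, 0.01% Triton X-100, pH 7.0 was preincubated 15 min at room temperature with compound. Then 40 uM arachidonic acid was added, 30 min. Hydroperoxide was read by Fe-XO absorbance ratio 573/405 nm.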
# LDHA block: LDHA (human) enzyme inhibition; AID 1347041; P00338; 480,000 compounds, 0.15% hits; purified LDHA, NADH/diaphorase-resazurin fluorescence; active compounds read low; activity change, % (values are at about 110 or 230 µM); in the data active means activity change below about -30%; inconclusive means mostly about -25% to -30%;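 further: plate controls were DMSO wells for no effect and wells without enzyme for full effect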
#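 LDH5 2 nM; NADH 0.06 mM, pyruvate 0.2 mM; 200 mM Tris pH 7.4, EDTA, Tween-20; 5 min RT. Detection: diaphorase 0.133 mg/mL + resazurin 37 µM, fluorescence ex540/em590 at 0 and 20 min; normalized to enzyme-free and DMSO wells.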
# D2 antag: antagonists of human D2 dopamine receptor; P14416; HEK293 TREx D2 cells, calcium flux, dopamine EC80; inhibition, % at 10 µM; 340,000 compounds, 2% hits; AID 485344; in the data active means inhibition above about 30%; further: 0% is about no effect
#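 Inhibition of EC80 dopamine-driven calcium flux, recorded kinetically, defines activity here; cells are a tetracycline-induced HEK293 T-REx line expressing force-coupled D2.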
# * hit, by the source's call; ? = inconclusive; / = not tested or not shown; & = joins results of further samples; [ ] = remark or other dose. Unless noted, the call rests on the fitted dose curve; in most records, active means well fitted curve in the direction sought with a large enough effect; inconclusive means small, poorly fitted or top-dose-only effect, or another doubt; inactive means no such curve, though single readings can be large; an effect the other way counts as inactive or inconclusive.
SMILES,GRP78 ERSR act,Vif-APOBEC3F blk,ERG-DNA inh,D2 ag,Vif-APOBEC3G blk,RGS4 inh,12-LOX inh,LDHA block,D2 antag
COc1cc([N+](=O)[O-])ccc1N1C(=O)C2C3C=CC(C4CC34)C2C1=O (configuration not stated),0.3%,-10.0%,10.3%,0.8,2.6%,-6.2%,-9.2%,-9.1,-13.6
Cc1c(C=Nc2ccc(S(=O)(=O)CCO)cc2)c(O)[nH]c(=O)c1C#N,0.3%,-1.4%,8.5%,/,-6.7%,-32.9%,1.9%,26.5,/
CSc1ccc(CCNS(=O)(=O)c2cc(-c3cc(C)no3)ccc2C)cc1,-3.7%,4.5%,-2.4%,0.2,8.2%,-28.6%,?,-1.7,/
Cc1c(N=NC2=C(O)CC(C)(C)CC2=O)cc2c(c1[N+](=O)[O-])C(C)(C)CC2(C)C,-2.7%,-10.4%,1.0%,-0.3,-1.5%,-14.0%,0.0%,-2.6,-2.8
Cc1cccc2c3c([nH]c12)CCN(C)C3,-1.1%,0.1%,5.1%,1.7,0.1%,-0.4%,0.0%,-2.4,66.1*
CC1CCN(c2ncnc3c2cnn3-c2ccc(F)cc2)CC1,-5.9%,-2.6%,-2.9%,0.5,-2.5%,7.5%,-1.4%,-5.1,/
CC1(C(=O)NS(=O)(=O)c2ccc(F)cc2F)CCN1C(=O)Cc1ccc(Cl)cc1Cl (configuration not stated),-3.7%,/,/,/,1.7%,/,?,-5.9,/
O=C1CCN(S(=O)(=O)c2ccccc2)CCN1CCOCc1ccc(C(F)(F)F)cc1,-3.7%,7.1%,0.5%,0.4,6.8%,21.6%,0.8%,-4.8,-15.3
CC1=CCC2C(=O)N(c3cccc(C(=O)Nc4ccc(Cl)cc4)c3)C(=O)C2C1 (configuration not stated),-0.8%,1.7%,-6.1%,0.6,2.0%,-14.3%,-1.2%,2.0,5.5
CC(=O)c1ccc(NC(=O)C(C)N(C)CC(=O)Nc2ccc(Cl)cc2)cc1 (configuration not stated),?,7.1%,-0.4%,-0.9,-0.1%,5.3%,4.9%,-19.1,-13.9
CCCS(=O)(=O)N1CCCC(C(=O)N2CCN(c3ccccc3)CC2)C1 (configuration not stated),-1.6%,1.3%,-0.4%,0.0,-6.6%,-12.3%,2.1%,0.5,6.5
CCCN(Cc1cccs1)C(=O)Nc1ccccc1C,-3.7%,-6.9%,-4.3%,0.8,-0.8%,-18.5%,5.7%,2.5,/
CSc1cccc(NC(=O)COC(=O)C2CCN(S(=O)(=O)c3ccccc3)CC2)c1,-0.8%,-5.0%,-8.0%,-0.3,1.6%,-3.3%,2.7%,-1.6,3.8
CC(CO)Nc1nc(SCc2ccccc2)nc2sc3c(c12)CCC3 (configuration not stated),0.5%,1.3%,-3.7%,-0.1,-0.4%,?,-21.1%,-2.4,6.5
N#Cc1cc2c(=O)n3ccccc3nc2n(-c2ccc(Cl)cc2)c1=O,-3.1%,1.3%,7.2%,-0.1,-1.1%,16.9%,-17.7%,-8.2,-11.2
O=C(Nc1ccccc1Cl)Nn1cnnc1,-3.8%,-2.8%,2.6%,0.3,6.1%,27.8%,-4.4%,-13.1,4.1
COc1ccc(C(=O)N2CCC(NC(=O)C(Cc3ccccc3OC)NC(C)=O)CC2)cc1 (configuration not stated),-1.5%,7.8%,-11.4%,0.3,0.7%,3.4%,-6.9%,-12.8,-5.0
Cc1cccc(N2CCN(C(=O)c3cc4c(=O)n(C)c5ccccc5c4n3C)CC2)c1C,-5.1%,4.3%,5.1%,0.0,2.7%,-27.5%,226.6%[activator],-0.3,-19.9
COc1ccc(-c2ccnc(SCC(=O)N3CCN(c4ccccc4)CC3)n2)cc1,-0.1%,-4.4%,1.6%,0.0,-4.1%,31.3%,99.6%[activator],-0.3,-0.9
O=C(Nc1cccc(Cl)c1)c1cnc2sc(N3CCCC3)nn2c1=O,/,/,3.9%,-0.2,/,-0.4%,-13.5%,-0.4,/
Cc1cc(C)c(S(=O)(=O)Nn2cnnc2)c(C)c1,-0.1%,7.4%,1.3%,0.6,12.0%,21.5%,0.0%,-11.1,31.9*
CN1c2ccccc2N(C)C1c1ccc2c(c1)OCO2,-2.0%,-2.3%,-12.6%,0.6,0.6%,-10.3%,1.5%,4.7,-0.8
N[C@@H](Cc1ccccc1)C(=O)N1CCC(C(=O)NCC(=O)NCC(=O)O)CC1,-5.1%,8.5%,5.3%,-1.4,0.3%,-17.3%,3.4%,-0.2,-7.5
Cc1cc(C)cc(NC(=O)Cn2c(=O)n(C(C)C)c(=O)c3oc4ccccc4c32)c1,-2.4%,3.2%,1.6%,0.7,4.3%,4.8%,-7.1%,-3.8,/
Cc1ccc(-c2n[nH]c(=S)c3ccccc23)cc1,-0.5%,5.6%,-5.4%,-5.5,0.5%,-31.9%[56.9 µM],26.3%,-3.3,17.7

# Full records as entered above:
# COc1ccc(C(=O)N2CCC(NC(=O)C(Cc3ccccc3OC)NC(C)=O)CC2)cc1 (configuration not stated) is entered as GRP78 ERSR act = -1.5%; Vif-APOBEC3F blk = 7.8%; ERG-DNA inh = -11.4%; D2 ag = 0.3; Vif-APOBEC3G blk = 0.7%; RGS4 inh = 3.4%; 12-LOX inh = -6.9%; LDHA block = -12.8; D2 antag = -5.0
# CC(CO)Nc1nc(SCc2ccccc2)nc2sc3c(c12)CCC3 (configuration not stated) is entered as GRP78 ERSR act = 0.5%; Vif-APOBEC3F blk = 1.3%; ERG-DNA inh = -3.7%; D2 ag = -0.1; Vif-APOBEC3G blk = -0.4%; RGS4 inh = ?; 12-LOX inh = -21.1%; LDHA block = -2.4; D2 antag = 6.5

# Going on with the list.
SMILES,GRP78 ERSR act,Vif-APOBEC3F blk,ERG-DNA inh,D2 ag,Vif-APOBEC3G blk,RGS4 inh,12-LOX inh,LDHA block,D2 antag
O=C(CCc1nc(CN2CCN(S(=O)(=O)c3ccc(Cl)cc3)CC2)no1)N1CCCCC1,-2.4%,2.5%,1.0%,/,5.2%,2.4%,2.4%,-12.9,/
Nc1ccc2c(c1)nc(Cc1ccccc1)n2CCO,-5.5%,-17.1%,2.3%,0.6,11.8%,-31.5%,7.0%,-1.9,-1.4
O=C(NCn1cnccc1=O)c1ccccc1,-3.4%,-22.0%,-10.7%,1.0,1.0%,8.5%,-15.2%,-6.8,18.7
COc1c(C)cc(C(=O)C2CCCN(Cc3cccc4nccnc34)C2)cc1C (configuration not stated),-1.7%,-0.8%,9.9%,1.3,1.0%,-7.6%,4.0%,2.0,-13.1
COc1cc(C2C(C(C)=O)=C(C)Nc3ncnn32)ccc1O (configuration not stated),-0.9%,-8.1%,-0.6%,0.3,2.3%,-4.5%,8.2%,2.7,2.1
CCS(=O)(=O)NCCc1csc2nc(-c3ccc(OC)cc3)nn12,0.5%,0.9%,0.4%,0.7,-3.4%,-17.2%,-19.0%,-0.4,/
COc1ccc(NC(=O)/C(C#N)=C/c2c(C)nn(-c3ccc(F)cc3)c2Cl)cc1Cl,-1.0%,-14.7%,-1.8%,-0.4,1.7%,12.8%,-9.3%,-1.2,9.3
N#CC(C#N)=C1C=CC=CN1/C(=C\c1ccco1)C(=O)c1ccc(Cl)cc1,-14.6%,?,8.3%,-0.6,?,-36.6%,?,-2.1,-17.3
Cc1ccc(CSC2=Nc3ccccc3C3=NC(CC(=O)NCc4cccs4)C(=O)N23)cc1 (configuration not stated),0.4%,4.2%,0.5%,/,1.5%,-28.3%,2.0%,-5.9,/
CCOc1ccccc1N1CCN(C(=O)NCc2ccc(F)cc2)CC1,0.7%,5.1%,-2.6%,-2.7,1.1%,10.7%,-10.8%,3.1,-17.1
Cc1nn(CCC(=O)NCc2ccc(N(C)C)cc2)c(=O)c2nn(-c3ccccc3)c(C)c12,-3.0%&1.1%,3.7%&-5.5%,2.1%&5.2%,-0.4&-0.9,-7.9%&-0.8%,-14.4%[56.9 µM],12.1%&-22.3%,-12.3&-0.7,-5.0
Cc1ccc(NC(=O)CN2C(=O)COc3ccc(S(=O)(=O)N4CCOCC4)cc32)cc1N(C)C,-5.2%&-1.5%,8.6%&-3.2%,6.2%&-14.7%,0.1&-0.4,-0.2%&-2.4%,-0.8%&9.1%,14.0%&-20.3%,0.0&-1.2,15.6
COc1cc(/C=N/NC(=O)CCc2c(C)n[nH]c2C)cc(OC)c1OC,-0.7%,-0.1%,1.6%,-0.3,0.0%,16.3%,4.4%,-0.9,6.8
O=C1CCc2cc(S(=O)(=O)NCc3ccccc3Cl)cc3c2N1CC3,-3.7%&-0.9%,-9.6%&-2.0%,11.6%&3.3%,0.9&1.4,-0.8%&2.6%,22.0%&-8.1%,?,-3.9&-0.6&-1.5,-22.9
O=[N+]([O-])c1cc(S(=O)(=O)N2CCCC2)ccc1N/N=C/c1ccncc1,-1.4%,5.4%,-3.5%,0.8,-1.3%,-4.8%,-17.5%,-8.1,-2.0
C#CCSc1nnc(-c2cccc3ccccc23)o1,10.4%,-6.6%,-1.3%,/,-5.8%,23.3%,14.1%,-1.4,/
CN1CCN(S(=O)(=O)c2cccc(C(=O)Nc3cc(Cl)ccc3N3CCOCC3)c2)CC1,-3.8%,9.3%,6.1%,1.4,-0.2%,-5.5%,?,-8.2,-10.2
Cn1cc(S(=O)(=O)N2CCCCCC2)cc1C(=O)N1CCN(c2ccc(F)cc2)CC1,-0.9%,0.2%,10.2%,0.3,0.8%,5.0%,-16.6%,-1.1,/

# An excerpt; the hit share may differ from the screen's.
